MKP-1 inh = human dual specificity phosphatase 1 inhibition. recombinant MKP-1, OMFP hydrolysis fluorescence. inhibition, %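 (compounds tested at a single concentration somewhere between 10 and 100 µM)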. 65,000 compounds, 0.15% hits;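 active means inhibition above about 50%, limit read from the data; inconclusive means inhibition over screen mean plus 3 SD, below that limit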;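 further: 0% = DMSO max control wells and 100% = wells with enzyme stopped by NaOH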
Target sequence (P28562 whole entry, looked up): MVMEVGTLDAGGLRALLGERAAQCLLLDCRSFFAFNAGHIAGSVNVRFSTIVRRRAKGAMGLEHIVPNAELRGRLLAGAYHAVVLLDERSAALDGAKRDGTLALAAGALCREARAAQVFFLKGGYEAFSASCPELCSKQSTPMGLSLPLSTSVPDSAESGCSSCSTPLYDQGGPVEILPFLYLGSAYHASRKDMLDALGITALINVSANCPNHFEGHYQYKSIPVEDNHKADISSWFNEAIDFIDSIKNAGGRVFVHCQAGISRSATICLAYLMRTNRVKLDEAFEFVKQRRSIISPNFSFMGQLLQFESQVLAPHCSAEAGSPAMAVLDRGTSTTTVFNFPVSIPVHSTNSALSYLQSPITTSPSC
Ecoli tolC = E. coli tolC mutant growth inhibition; 65,000 compounds, 2.2% hits; growth inhibition, % at 10 µM (by protocol); E. coli BW25113 tolC mutant growth, OD615;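 active means growth inhibition at or above a cutoff equal to the mean over every tested compound plus 3 SD, cut at about 60% in these data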;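 further: growth measured after 20 h incubation at 37 °C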
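Doses: one dose of 10 µM final / Material: E. coli BW25113 ΔtolC::kan, tolC deletion mutant strain / Buffer or medium: LB with kanamycin 50 µg/mL / Evaluation: percent growth inhibition / Detection: optical density read at 615 nm / Incubation: 37 °C, 20 h exposure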
Ec RNAP inh = blocks E. coli RNA polymerase transcription. P0A8V2. fluorescence transcription assay. inhibition, %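 (tested at 10 µM)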. 62,000 compounds, 0.2% hits. AID 559; in the data active means inhibition above about 20%;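 further: 0% = enzyme without compound and 100% = no enzyme blank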
CatB block = human cathepsin B inhibition; P07858; purified cathepsin B, fluorogenic substrate, fluorescence; inhibition, %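 (tested at 10 µM)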; 63,000 compounds, 0.1% hits; in the data active means inhibition above about 21%;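 further: 0% = enzyme with no compound and 100% = no enzyme blank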
Cdc25B block = inhibitors of human Cdc25B phosphatase | P30305 | recombinant Cdc25B, OMFP fluorescence Ex485/Em525 | inhibition, %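 (compounds tested at 10 µM final in the well)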 | 65,000 compounds, 0.1% hits | AID 368; in the data active means inhibition above about 50%
Target sequence (P30305 whole entry, looked up): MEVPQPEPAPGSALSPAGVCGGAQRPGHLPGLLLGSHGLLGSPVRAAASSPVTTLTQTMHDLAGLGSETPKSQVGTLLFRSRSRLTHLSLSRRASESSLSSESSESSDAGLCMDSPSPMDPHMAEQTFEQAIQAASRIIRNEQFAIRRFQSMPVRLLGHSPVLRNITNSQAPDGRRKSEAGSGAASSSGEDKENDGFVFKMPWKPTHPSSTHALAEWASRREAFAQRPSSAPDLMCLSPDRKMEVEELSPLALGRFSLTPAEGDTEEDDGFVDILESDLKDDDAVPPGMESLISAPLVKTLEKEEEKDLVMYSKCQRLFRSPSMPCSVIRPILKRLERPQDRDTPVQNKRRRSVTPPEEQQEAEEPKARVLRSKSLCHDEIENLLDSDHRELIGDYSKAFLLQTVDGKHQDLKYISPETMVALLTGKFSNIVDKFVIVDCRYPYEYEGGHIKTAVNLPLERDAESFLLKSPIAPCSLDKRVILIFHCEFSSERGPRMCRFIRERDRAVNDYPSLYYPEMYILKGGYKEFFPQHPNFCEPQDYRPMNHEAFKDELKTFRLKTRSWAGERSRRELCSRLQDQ
AP complement = alternative pathway complement inhibition, orthogonal assay. inhibition, % at 5 µM. Human serum alternative complement pathway, LPS-coated ELISA, C3 deposition; tested in compound mixtures. 62,000 compounds, 0.08% hits. AID 1235;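 active means inhibition above 30% in each of the two pooled mixtures holding the compound, so the lower value exceeds 30%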;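 further: 0% = serum in Mg-EGTA without compound and 100% = EDTA serum blank; some compounds past the cut are filed as inactive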
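Test system: human serum alternative complement pathway, C3 deposition on LPS-coated wells; also added: Plate-bound LPS; doses: 5 µM per compound in ten-compound mixtures; schedule: 1 h at 37 °C; detection: Anti-C3 ELISA, OD 450 nm; evaluation: percent inhibition of C3 deposition onto LPS; repeats: two pool placements per compound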
Hsp90 inh = displaces geldanamycin probe from tumor Hsp90; P07900; NCI-N417 lysate Hsp90, Cy3B-geldanamycin FP displacement; inhibition, % at 30 µM; 64,000 compounds, 0.35% hits;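 active means inhibition above 50%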;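 further: 0% = tracer plus lysate wells and 100% = tracer alone without lysate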
D1 allo mod = allosteric modulators of human D1 dopamine receptor | AID 641 | 58,000 compounds, 5.9% hits | HEK293 D1, CRE-luciferase, dopamine EC30 potentiation; actives deviate in either direction | B-score at 10 µM;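 active means luminescence count or its row- and column-corrected plate score outside the 99.7% band of the plate's sample wells, on either side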
CatB mixtures = inhibitors of human cathepsin B in compound mixtures | Purified cathepsin B, AMC dipeptide fluorescence | inhibition, %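 (ten-compound pools at 5 µM per compound and 50 µM total)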 | 62,000 compounds, 0.06% hits | AID 488; in the data active means inhibition above about 22%, passing the limit was not always enough; inconclusive means no clear call, values can overlap the other calls;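 further: 0% = enzyme without compound and 100% = no enzyme blank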
Starred values were filed as active, the others as inactive; u = inconclusive; x = no result given.

SMILES	MKP-1 inh	Ecoli tolC	Ec RNAP inh	CatB block	Cdc25B block	AP complement	Hsp90 inh	D1 allo mod	CatB mixtures
Nc1c(C(=O)NCCN2CCOCC2)c2nc3ccccc3nc2n1CCc1ccccc1	u	37.9	-8.1	-8.2	-37.0	-12.5	-0.2	0.0896	-5.4
Cn1c(SCc2nnc(-c3ccccc3Br)o2)nc2sc3c(c2c1=O)CCC3	39.2	23.7	4.6	8.6	-3.8	-6.6	-6.4	0.984	3.6
CCCCN1CC(C(=O)NC2CCCCC2)CC1=O (stereo not drawn)	-0.4	-11.4	6.5	-1.2	-2.3	1.3	-0.9	-0.392	-3.2
COc1ccc(S(=O)(=O)N(C)CC(=O)NC2CCCCC2)cc1OC	-3.5	-6.7	4.7	0.2	-11.7	3.6	-5.0	0.64	0.3
COc1ccc(-c2cc(C(F)(F)F)nc(SCCC(=O)NCc3ccco3)n2)cc1	15.3	-10.0	10.9	0.3	-4.9	20.9	-6.3	0.0331	6.9
COc1ccc(-c2nc(-c3ccccc3)no2)c(OC)c1	-6.8	45.9	6.1	-2.3	-8.5	12.3	-4.0	-4.54*	6.9
COc1ccc(OC)c2[nH]c(=O)c(CCNC(=O)COc3ccccc3)cc12	21.3	9.7	5.3	4.1	1.4	3.2	14.4	0.24	2.2
O=C(O)c1ccc(Cl)cc1NC(=O)C1CCCO1 (stereo not drawn)	7.7	-6.8	7.5	2.0	-12.0	3.1	-3.6	-0.368	-7.3
O=C(O)C1C2C=CC3(CN(Cc4ccncc4)C(=O)C13)O2 (stereo not drawn)	-8.3	-12.8	-0.7	4.6	-6.1	6.6	-1.9	x	-3.4
Cn1cccc1P(=O)(c1cccn1C)c1cccn1C	4.5	-8.7	2.6	3.0	-12.9	3.7	-2.6	-0.211	-5.3
COc1ccc(S(=O)(=O)N2CCN(S(=O)(=O)c3ccc4c(c3)OCCO4)CC2)cc1	4.1	-0.5	-2.8	1.1	-6.6	-3.2	1.0	x	1.9
[O-]/[N+](=C\c1ccncc1)c1ccccc1	64.0*	-9.9	4.2	1.7	63.9*	18.5	26.1	0.188	3.2
Cc1cc(C)n(-c2nc(NC(C)(C)C)nc(NC(C)(C)C)n2)n1	10.2	20.6	4.5	-5.7	-7.3	7.3	-0.4	0.589	1.0
COc1ccccc1-c1cc(C(F)(F)F)nc(S(=O)(=O)CCCC(=O)Nc2cc(C)on2)n1	-8.8	3.4	5.1	4.6	-3.6	7.9	-1.5	-2.02	0.9
Cn1c(=O)c2c(nc(N3CCCCCC3)n2Cc2cccc3ccccc23)n(C)c1=O	1.9	74.0*	5.0	4.6	-16.5	0.7	x	x	-0.3
COc1ccccc1N1CCN(C(=O)c2ccc(S(=O)(=O)N3CCCC3)cc2)CC1	-8.9	6.8	x	6.5	-0.1	15.4	-5.7	-0.0438	2.1
CCn1nnnc1SCC(=O)Nc1cccc(C)n1	-33.7	-10.1	7.1	0.2	-5.3	-8.9	0.0	-0.22	-0.3
COc1ccccc1NC(=O)c1cc(Cl)ccc1NC(=O)c1ccco1	9.1	6.9	1.2	2.1	-7.2	11.3	3.1	0.522	-2.3
O=C(O)c1ccccc1NC(=O)C1CCCO1 (stereo not drawn)	4.0	-15.2	1.3	1.7	-0.2	-2.1	-1.6	0.0299	0.1
COc1cccc(C2C3CN(C)CC=C3C(C#N)=C(N)C2(C#N)C#N)c1OC (stereo not drawn)	7.3	-15.9	3.2	1.5	10.4	0.7	4.2	-4.41	-3.7
Cn1c(=O)c2c(nc(N3CCOCC3)n2CC(=O)c2ccccc2)n(C)c1=O	-15.4	-21.4	13.4	2.9	3.2	6.0	1.3	0.0297	5.0
O=c1oc2ccccc2cc1-c1nnc(-c2cccc(Br)c2)o1	9.1	-9.7	-1.3	-1.9	7.7	-15.3	-1.8	-0.527	1.5
CCOC(=O)CNC(=O)C(NC(=O)C1CCC(C)CC1)C(C)CC (stereo not drawn)	4.6	-5.3	8.3	0.0	-4.5	9.9	x	x	5.1
COC(=O)c1ccc(CS(=O)(=O)c2ccccc2C)o1	9.9	-12.1	6.9	0.9	-14.8	6.9	-1.6	4.6*	5.4
Cc1ccc(-c2csc(N3CCC(C(N)=O)(N4CCCCC4)CC3)n2)cc1	16.8	16.1	12.2	3.7	-2.3	-0.3	-4.0	-0.284	4.3
CCOC(=O)c1c(NC(=O)CSc2nnc(CNC(=O)c3ccco3)n2C)sc2c1CCC2	42.4	11.8	-6.3	3.8	-6.4	-0.1	-0.8	x	-4.5
CCn1cc(C(=O)N2CCN(C3CCCCC3)CC2)c2cc(OC)c(OC)cc2c1=O	4.2	-3.5	1.6	4.5	-10.7	4.4	-4.4	0.299	0.6
CCn1c(COc2ccccc2)nnc1SCC(=O)CC(=O)Nc1ccccc1OC	12.2	0.0	7.6	0.9	-10.7	-8.6	-1.0	-1.22	3.1
COc1cccc(-c2cc(C(=O)N3CCCc4ccccc43)no2)c1	13.9	54.6	0.1	-2.3	-2.6	18.9	0.6	0.601	-1.1
CCn1nnnc1SCC(=O)c1cc(OC)ccc1OC	15.4	-3.4	7.4	5.2	-3.2	30.6	-4.2	x	6.9
CC(C)(C)c1nnc2sc(SCC(=O)c3ccccc3)nn2c1=O	-30.3	4.4	6.7	-3.1	21.0	20.1	-5.5	-0.292	6.7
CC(C)NC(=O)C1CCN(C(=O)c2cc3sccc3n2Cc2ccc(F)cc2)CC1	33.5	4.0	1.7	-0.1	-8.8	10.6	-3.7	-0.634	2.7
Cc1ccc(S(=O)(=O)Nc2ccc3c(c2)ncn3C(C)(C)C)cc1	4.8	17.1	2.2	-1.7	3.3	3.9	-2.7	0.794	-0.2
c1ccc(-c2ccccn2)nc1	4.0	-1.3	x	x	-9.1	x	-0.5	x	x
CCOC(=O)c1ccc(NC(=O)C2CC2)cc1	-6.4	-3.6	4.9	-2.8	-12.6	4.3	-3.6	-0.488	0.7
Cc1csc2nc(CNC(=O)c3cccc(C(F)(F)F)c3)cn12	-1.2	10.7	-2.1	-5.1	-1.4	6.5	-4.2	x	-1.7
CCN(c1ccccc1)c1cc(C)nc2ncnn12	-3.6	-8.7	4.2	3.9	-6.5	11.9	-1.0	x	5.0
c1cn(CCCNc2ncnc3sc4c(c23)CCC4)cn1	1.1	-7.3	8.4	7.5	-8.7	-12.7	-2.1	2.66	-3.4
CCOc1ccc(C2CC(=O)NC(SCC(=O)OC)=C2C#N)cc1 (stereo not drawn)	6.4	1.4	4.6	0.3	-4.7	25.8	-2.3	1.24	2.6
CCC(=O)N(Cc1cc2cc(OC)ccc2[nH]c1=O)c1ccccc1C	10.2	9.2	x	x	-4.1	x	2.1	-0.682	x
C=C(C)Cc1c(C)nc(-c2ccccc2)[nH]c1=O	5.2	-3.6	10.8	0.2	-0.6	12.6	-0.8	x	7.9
COc1ccc(C(=O)OCCNC(=O)c2c(Cl)nc3ccccn23)cc1	11.8	16.1	-4.7	2.1	-1.4	1.0	-0.1	5.07*	0.0
COc1ccc(Cc2nnc(SCC(=O)c3ccccc3)o2)cc1	5.1	1.3	2.7	0.7	0.0	23.4	-4.4	-0.308	7.1
O=C(c1ccc(S(=O)(=O)N2CCCCCC2)cc1)N1CCN(c2ccccn2)CC1	19.5	40.1	3.0	-7.2	3.4	19.7	-14.7	0.155	6.9
COCCN1Cc2cccc(C(=O)Nc3cccc(C)c3C)c2C1=O	5.2	9.2	4.0	5.9	-6.8	7.3	-4.3	0.83	0.4
Cc1cc(N(C)C)cc(C)[n+]1[O-]	4.3	-15.1	6.5	2.5	1.6	13.5	-0.7	-0.302	5.1
CC(=O)Nc1cc(NC(=O)CCCC(=O)O)ccc1Cl	-5.0	-17.3	9.5	1.3	-13.5	18.5	1.2	-0.655	-2.2
CC(NC(=O)c1ccco1)C(=O)OCc1cccc(Cl)c1 (stereo not drawn)	-10.2	4.7	-1.9	6.5	-30.0	-7.1	-1.3	0.0778	6.2
COC(=O)c1c(NC(=O)CSc2nnnn2-c2ccc3c(c2)OCO3)sc(C)c1C	7.6	26.5	14.3	7.4	-2.8	8.6	-1.7	-0.461	3.9
CNC(=O)c1cc(S(=O)(=O)N(C)C)ccc1Cl	5.6	-22.8	4.7	2.0	-3.0	18.5	-8.8	-0.334	0.4
CC(C)CCOc1cccc(OCC(=O)N(C)C2CCS(=O)(=O)C2)c1 (stereo not drawn)	5.5	-1.7	x	1.5	-3.1	9.6	2.5	-0.0756	6.3
O=C(O)C1CCCCC1C(=O)NCCc1c[nH]c2ccccc12 (stereo not drawn)	2.9	-13.9	0.2	4.0	-2.8	4.5	-7.4	-5.08*	-0.4
O=c1cc(-c2ccccc2)nc2nc(CCc3ccccc3)[nH]n12	-4.7	52.3	3.2	-0.2	2.4	10.9	3.0	-0.086	5.1
CCN(CCNS(=O)(=O)c1ccc2c(c1)oc(=O)n2C)c1ccccc1	2.5	15.9	5.9	-0.6	2.7	20.9	0.1	-0.0411	4.5
CCN(CC)CCCC1(CN)OCCc2ccccc21 (stereo not drawn)	-18.6	17.0	8.5	1.0	0.3	-2.7	-5.5	0.317	-4.8
COn1c(SCC(=O)N(C)C)nc2ccccc2c1=O	-1.4	-7.1	2.2	-2.8	4.4	10.4	-3.6	0.625	2.2
CC(=O)c1ccc(N2CCN(C(=O)C3(S(=O)(=O)c4ccc(Cl)cc4)CC3)CC2)cc1	13.3	12.5	6.7	2.5	-15.4	10.8	-0.9	-0.449	7.2
O=C1NCC(COCc2ccccc2)O1 (stereo not drawn)	2.5	-30.7	6.2	0.8	0.0	0.5	-3.0	0.81	-10.8
COCCn1c(C)cc(C(=O)CSc2n[nH]c(N)n2)c1C	-4.5	-4.5	13.4	0.0	-1.8	8.7	-4.9	x	-7.5
Cc1cnn(C(=O)c2ccccc2Br)c1	0.4	-9.3	4.7	5.9	0.1	3.0	x	0.0427	5.0
COc1ccc(S(=O)(=O)N2CCCC(C(=O)N3CCN(C)CC3)C2)cc1C (stereo not drawn)	-9.4	-13.1	1.6	0.9	-1.6	13.6	-0.8	0.504	2.6
